Screening results from PubChem BioAssay.
TAAR1 antagonist = human TAAR1 antagonism; Q96RJ0; CHO RD-HGA16 TAAR1, Fluo-8 calcium fluorescence, antagonist; inhibition, % at 3 µM; hit rate 1.5% among 360,000; AID 624466;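 active = inhibition above a per-plate cutoff, the mean inhibition of test compounds on that plate plus 3 SD, cut at about 49% in these data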;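 note: 0% = DMSO plus EC80 beta-PEA response and 100% = DMSO alone without agonist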
Target sequence (Q96RJ0 whole entry, looked up): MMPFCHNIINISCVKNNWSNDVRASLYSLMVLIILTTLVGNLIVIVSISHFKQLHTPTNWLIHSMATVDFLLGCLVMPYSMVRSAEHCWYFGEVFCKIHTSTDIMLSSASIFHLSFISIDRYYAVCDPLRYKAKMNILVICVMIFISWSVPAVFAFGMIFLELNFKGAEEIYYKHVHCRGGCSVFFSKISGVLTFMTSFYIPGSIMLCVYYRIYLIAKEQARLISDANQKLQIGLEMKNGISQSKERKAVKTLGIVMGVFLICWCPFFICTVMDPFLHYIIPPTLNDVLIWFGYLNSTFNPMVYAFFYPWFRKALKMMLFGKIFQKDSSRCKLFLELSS
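System: CHO RD-HGA16 cells bearing hTAAR1. Reagent: EC80 β-phenethylamine stimulus. Schedule: seeding 17-24 h prior, 75-min 37 °C, 30-min RT dye loading. Signal: Fluo-8 intracellular calcium dye fluorescence, real-time kinetic reads. Read-out: % inhibition from peak post-agonist over basal fluorescence ratio. Benchmarks: vehicle wells and EC80 agonist wells. Replicates: n of 1.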
CHO-K1 Ca PAM = nonselective activator or artifact in parental CHO-K1 calcium assay | AID 602247 | hit rate 0.02% among 360,000 | activation, % at 3 µM | ATP EC20, Fluo-8 calcium fluorescence; 0% at ATP EC20, 100% at ATP max;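 active = activation above the run cutoff, the mean activation of all test compounds plus 3 SD, cut at about 40% in these data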;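 note: peak over basal fluorescence ratio in a 140 s read after ATP addition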
M1 ag parental = nonselective activator or artifact in parental CHO-K1 cells | Fluo-8 calcium fluorescence; scaled to maximal ATP response, vehicle zero | activation, % at 3 µM | hit rate 0.48% among 360,000 | AID 602248; in the data active = activation above about 15%;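 note: untransfected CHO-K1 host cells lacking M1 receptor as counterscreen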
M1 ag = activates human CHRM1 receptor; CHO-K1 hM1, Fluo-8 calcium fluorescence, agonist mode; 0% DMSO, 100% acetylcholine EC100; activation, % at 3 µM; AID 588814; hit rate 0.33% among 360,000; P11229;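 active = activation above the run's mean compound activation plus 3 SD, cut at about 16% in these data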;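 note: peak over basal fluorescence ratio within a 140 s kinetic read after compound addition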
Target sequence (P11229 whole entry, looked up): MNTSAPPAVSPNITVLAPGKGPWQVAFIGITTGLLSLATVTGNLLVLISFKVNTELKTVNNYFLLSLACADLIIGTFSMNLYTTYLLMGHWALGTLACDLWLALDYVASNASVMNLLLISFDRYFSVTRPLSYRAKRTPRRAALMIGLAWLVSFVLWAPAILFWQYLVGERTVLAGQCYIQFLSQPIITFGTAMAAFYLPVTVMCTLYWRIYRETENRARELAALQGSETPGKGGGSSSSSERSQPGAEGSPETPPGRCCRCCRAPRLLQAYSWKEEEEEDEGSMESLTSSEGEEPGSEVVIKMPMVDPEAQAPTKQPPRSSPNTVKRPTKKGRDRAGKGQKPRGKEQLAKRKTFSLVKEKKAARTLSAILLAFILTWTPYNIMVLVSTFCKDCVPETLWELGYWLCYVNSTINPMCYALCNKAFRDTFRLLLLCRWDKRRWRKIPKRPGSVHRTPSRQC
CHRM1 PAM = potentiates human M1 receptor response to acetylcholine; P11229; CHO-K1 hM1, Fluo-8 calcium fluorescence, ACh EC20; 0% = ACh EC20, 100% = maximal ACh; activation, % at 3 µM; hit rate 0.088% among 360,000; AID 588819; in the data active = activation above about 19%, passing the limit was not always enough
CHRM1 antagonist = blocks human M1 muscarinic receptor; P11229; CHO-K1 hM1, Fluo-8 calcium fluorescence, ACh EC80 antagonist; hit rate 1.3% among 360,000; inhibition, % at 3 µM;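 active = percent inhibition above its own plate's cutoff, namely the mean of that plate's compound wells plus 3 SD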;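 note: peak over basal fluorescence ratio during 140 s after agonist addition; 0% = ACh EC80 plus DMSO and 100% = DMSO alone without agonist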
CHO parental Ca = signal in parental CHO cells, OX1R antagonist counter-screen; parental CHO-K1, ATP-induced calcium, Fluo-8 fluorescence; inhibition, % at 5.6 µM; hit rate 0.63% among 330,000;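 active = inhibition above that plate's mean sample inhibition plus 3 SD, cut at about 26% in these data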;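 note: 0% = ATP-challenged DMSO wells and 100% = DMSO wells without ATP; some compounds past the cut are filed as inactive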
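Material – parental CHO cells · Reagent – ATP stimulus · Compound – single nominal dose of 5.6 µM per compound · Detection – Fluo-8 fluorescence · Read-out basis – percent inhibition of calcium signal · Controls – ATP-challenged DMSO wells low, unchallenged DMSO wells high · Repeats – no replicates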
CHO-K1 Ca antag = M1 antagonist counterscreen hit in parental CHO-K1 cells. hit rate 0.6% among 360,000. ATP-induced calcium, Fluo-8 fluorescence. inhibition, % at 3 µM;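 active = inhibition above a per-plate cutoff, the plate's mean sample inhibition plus 3 SD, cut at about 24% in these data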;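 note: 0% = DMSO plus EC80 ATP and 100% = DMSO alone without ATP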
TAAR1 ag = agonists of human TAAR1 | CHO RD-HGA16 TAAR1, Fluo-8 calcium fluorescence; vehicle wells 0%, saturating PEA agonist 100% | activation, % at 3 µM | hit rate 0.99% among 360,000;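 active = activation above the mean activation of all test compounds in the run plus 3 SD, cut at about 38% in these data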
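Test system: RD-HGA16 (CHO) cells co-expressing Gα16 and hTAAR1; dosing: one-point dosing at 3 µM (nominal); timing: 17-24 h seeding, 75 min 37 °C dye, 30 min RT; signal: kinetic Fluo-8 calcium fluorescence; read-out basis: % activation relative to PEA EC100 response; controls: DMSO and PEA EC100; replicates: n 1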
* hit, by the source's call; · = no result given.

SMILES	TAAR1 antagonist	CHO-K1 Ca PAM	M1 ag parental	M1 ag	CHRM1 PAM	CHRM1 antagonist	CHO parental Ca	CHO-K1 Ca antag	TAAR1 ag
Nc1cc(C(=O)OCC(=O)NCc2ccc(F)cc2)ccc1Cl	-1	0	1.1	-5	-10	0	-4	6	3
N=c1c2ccccc2nnn1-c1ccccc1[N+](=O)[O-]	-14	-15	-0.3	0	1	-6	·	17	1
C(=C\c1ccncc1)/c1ccncc1	-5	-4	1.0	-1	10	-16	1	-17	1
Cc1cc(C)cc(OCC(=O)OC/C(O)=C(\C#N)c2nc3ccccc3[nH]2)c1	0	-8	0.3	-8	-4	9	3	18	1
Cc1cc(-c2ccncc2)n2ncc(-c3ccccc3)c2n1	-13	9	0.5	-4	19	-22	·	-4	5
CSc1ncccc1C(=O)NCc1ccc(C)cc1	9	-9	0.0	-2	6	-13	-4	16	8
Cc1csc(=O)n1CC(=O)OCC(=O)Nc1ccccc1C(C)C	-10	-7	2.8	-4	-10	24	1	2	5
Cc1cccc(NC(=O)CSCC(=O)OCc2ccccn2)c1	-16	4	-0.1	1	17	-7	2	-6	3
OCCC1CN(Cc2cnc(N3CCOCC3)s2)CCN1C1CCCC1 (stereo not given)	-29	5	0.6	-4	4	-6	-14	-6	2
O=S(=O)(Cc1cc(Cl)nc(-c2ccncc2)n1)c1ccccc1	1	3	0.0	-6	4	-11	-32	-1	9
CCC(CC)NC(=O)c1cc(S(=O)(=O)N2CCCCC2)ccc1N1CCOCC1	-16	8	0.2	-1	5	4	-27	-24	10
CC(C)N(Cc1cnn(C)c1)C(=O)c1ccc(OC2CCN(Cc3ccccn3)CC2)cc1	-21	4	2.4	-4	1	0	-14	-3	2
COc1ccc(C2(c3ccc(OC)cc3)NC(=O)N(CC(=O)NC3(C#N)CCCC3)C2=O)cc1	12	7	0.7	-3	9	-4	-8	-11	0
CCOC(=O)c1c(NC(=O)CSc2ncnc3[nH]ncc23)sc2c1CCC(C)C2 (stereo not given)	6	23	1.6	-4	1	11	-5	-20	1
CCOc1ccccc1NC(=O)CSc1c(C)n[nH]c1C	-31	0	0.3	-2	8	-12	-24	15	2
CCOc1ccc(S(=O)(=O)N2CCCCC2)cc1NC(=O)CN1CCCC1c1cccs1 (stereo not given)	6	-8	2.6	0	-8	24	18	17	10
O=C(NCC1CCCO1)c1cn(Cc2ccccc2)nc1-c1ccc(Cl)cc1 (stereo not given)	-9	2	0.7	-5	-3	6	-12	-9	18
NC(=O)C1CCN(c2ncccc2[N+](=O)[O-])CC1	-13	12	0.8	-3	8	7	11	-7	3
O=C(COc1ncnc2ccccc12)Nc1cc([N+](=O)[O-])ccc1F	-12	6	17*	-1	4	-5	-22	3	2
CCNC(=O)COc1ccc(C=O)cc1OC	0	30	1.5	-5	8	-2	-2	-13	0
Cc1ccc(S(=O)(=O)Cc2ccc(C(=O)N3CCN(c4cccc(C)c4C)CC3)o2)cc1	-6	5	0.1	-4	-2	-6	-1	17	-2
CC1CCCCN1C(C(=O)O)c1ccccc1 (stereo not given)	-5	-8	0.0	-10	-5	11	-7	3	4
CCCOc1ccc(NC(=O)C2CCCNC2=O)cc1 (stereo not given)	6	13	0.5	-3	9	-10	4	-10	2
O=S(=O)(NCCOC12CC3CC(CC(C3)C1)C2)c1cccc2nsnc12	-12	8	1.8	-1	4	-31	-21	1	12
CCc1nc2nc(C)c(NS(=O)(=O)c3ccc(Cl)s3)c(=O)n2[nH]1	-15	13	0.7	-1	10	-13	0	-6	2
Carrying on:
SMILES	TAAR1 antagonist	CHO-K1 Ca PAM	M1 ag parental	M1 ag	CHRM1 PAM	CHRM1 antagonist	CHO parental Ca	CHO-K1 Ca antag	TAAR1 ag
CCN(CC(=O)Nc1ccc(NC(C)=O)cc1)C(=O)c1cccnc1Sc1ccc(C)c(C)c1	4	14	-0.3	-3	14	-13	-12	14	5
CN1CCN(C(=O)c2ccc(CNS(=O)(=O)c3cccc(Cl)c3)cc2)CC1	-10	-9	4.8	-4	5	-3	·	5	3
CCc1nc2ccc(C(=O)Nc3cccc(C(C)=O)c3)cc2nc1CC	3	6	2.3	-7	3	-2	-19	-1	5
Cc1cccc(NC(=O)CN2C(=O)c3ccccc3S2(=O)=O)n1	-21	-30	0.1	1	-7	17	-1	15	2
CCOC(=O)C1=C(N)n2c(s/c(=C\c3ccncc3)c2=O)=C(C(=O)OCC)C1c1ccncc1 (stereo not given)	-4	24	0.9	-2	20	-9	-17	-16	4
O=c1c(-c2ccc(O)cc2)coc2cc(OC3OC(CO)C(O)C(O)C3O)cc(O)c12 (stereo not given)	9	14	0.4	-2	9	-10	8	-8	2
CCCCNC(=O)c1c(CSc2ccccc2)noc1C(=O)NCc1ccccc1	17	6	-0.2	-1	11	-17	-11	-11	11
Cc1ccc(C)c(NC(=O)C2=CCN(S(=O)(=O)c3ccc(F)cc3)CC2)c1	-1	20	0.4	1	13	-10	-7	-6	0
CCc1ccc(C(=O)CSc2nc3cc(S(=O)(=O)N4CCOCC4)ccc3n2CC)cc1	6	30	-0.2	-10	8	-5	-24	-11	1
COc1ccccc1C1C=C(c2ccc(C)cc2)Nc2nnnn21 (stereo not given)	13	10	0.0	-3	1	1	-14	-8	2
O=[N+]([O-])c1cnc2nc(-c3ccncc3)nn2c1O	16	18	0.3	-5	9	-6	-4	-12	3
N#Cc1c(NC(=O)CSc2ncc(-c3ccccc3)n2CC2CCCO2)sc2c1CCCC2 (stereo not given)	0	14	-0.2	-4	3	-1	-8	-6	8
CCOC(=O)C1=C(C)C(c2ccc(OC)cc2)NC(=S)N1 (stereo not given)	-3	-7	-0.4	-3	2	-1	-13	-15	0
O=C1CN(Cc2ccccc2)C(=NCc2ccco2)S1	-1	-10	0.0	-3	4	-7	-21	-5	1
O=C(COC(=O)c1cncc(Br)c1)NC12CC3CC(CC(C3)C1)C2	2	21	1.5	-7	-12	22	-2	-9	1
COc1ccccc1OCCNC(=O)CN(c1cccc(C)c1)S(=O)(=O)c1ccccc1	49*	-20	2.9	-1	-8	10	-25	-5	5
NC(=O)C1=C[C@@H](c2ccc(Br)cc2)C[C@@H](OCCCCO)O1	16	-4	-0.3	-4	3	4	-2	-8	4
C/C(=N/Nc1ccccc1[N+](=O)[O-])c1ccc([N+](=O)[O-])cc1	-9	5	0.0	-1	14	-15	-4	2	4
CC(C)(C)C1CCc2onc(C(=O)Nc3cnn(Cc4ccc(F)cc4)c3)c2C1 (stereo not given)	-26	4	-0.2	-3	5	-12	-29	-11	3
COc1cc(C(=O)OC(C)C(=O)N2CCc3ccccc3C2)ccc1OCC(=O)N1CCOCC1 (stereo not given)	5	19	0.4	-2	6	-12	-5	-11	11
CC(C)c1ccccc1NC(=O)c1ccc2ncsc2c1	-3	7	2.1	-3	10	-14	-16	-9	-1
CCc1ccccc1NC(=O)/C(C#N)=C/c1ccc(Sc2ccccc2)o1	16	8	0.3	-9	6	-8	-22	0	11
CSc1ccccc1NC(=O)C1(C)CCN1C(=O)CCC1CCCC1 (stereo not given)	-26	8	0.5	-5	0	-4	·	-1	1
COc1ccc(OC)c(NC(=O)COC(=O)/C=C/c2ccc(Cl)cc2)c1	19	8	-0.2	-6	3	-3	-14	2	2
O=C(N/N=C/c1ccc(Cl)cc1Cl)Nc1ccccc1	3	0	-0.2	-3	8	-9	-20	5	3

Sorted by molecular weight (lowest first): 14 of the compounds above.
SMILES	TAAR1 antagonist	CHO-K1 Ca PAM	M1 ag parental	M1 ag	CHRM1 PAM	CHRM1 antagonist	CHO parental Ca	CHO-K1 Ca antag	TAAR1 ag
O=[N+]([O-])c1cnc2nc(-c3ccncc3)nn2c1O	16	18	0.3	-5	9	-6	-4	-12	3
O=C1CN(Cc2ccccc2)C(=NCc2ccco2)S1	-1	-10	0.0	-3	4	-7	-21	-5	1
C/C(=N/Nc1ccccc1[N+](=O)[O-])c1ccc([N+](=O)[O-])cc1	-9	5	0.0	-1	14	-15	-4	2	4
O=C(N/N=C/c1ccc(Cl)cc1Cl)Nc1ccccc1	3	0	-0.2	-3	8	-9	-20	5	3
COc1ccccc1C1C=C(c2ccc(C)cc2)Nc2nnnn21 (stereo not given)	13	10	0.0	-3	1	1	-14	-8	2
Cc1cccc(NC(=O)CN2C(=O)c3ccccc3S2(=O)=O)n1	-21	-30	0.1	1	-7	17	-1	15	2
CSc1ccccc1NC(=O)C1(C)CCN1C(=O)CCC1CCCC1 (stereo not given)	-26	8	0.5	-5	0	-4	·	-1	1
CCc1ccccc1NC(=O)/C(C#N)=C/c1ccc(Sc2ccccc2)o1	16	8	0.3	-9	6	-8	-22	0	11
Cc1ccc(C)c(NC(=O)C2=CCN(S(=O)(=O)c3ccc(F)cc3)CC2)c1	-1	20	0.4	1	13	-10	-7	-6	0
O=C(COC(=O)c1cncc(Br)c1)NC12CC3CC(CC(C3)C1)C2	2	21	1.5	-7	-12	22	-2	-9	1
O=c1c(-c2ccc(O)cc2)coc2cc(OC3OC(CO)C(O)C(O)C3O)cc(O)c12 (stereo not given)	9	14	0.4	-2	9	-10	8	-8	2
CCc1ccc(C(=O)CSc2nc3cc(S(=O)(=O)N4CCOCC4)ccc3n2CC)cc1	6	30	-0.2	-10	8	-5	-24	-11	1
N#Cc1c(NC(=O)CSc2ncc(-c3ccccc3)n2CC2CCCO2)sc2c1CCCC2 (stereo not given)	0	14	-0.2	-4	3	-1	-8	-6	8
COc1cc(C(=O)OC(C)C(=O)N2CCc3ccccc3C2)ccc1OCC(=O)N1CCOCC1 (stereo not given)	5	19	0.4	-2	6	-12	-5	-11	11

Going on with the list:
SMILES	TAAR1 antagonist	CHO-K1 Ca PAM	M1 ag parental	M1 ag	CHRM1 PAM	CHRM1 antagonist	CHO parental Ca	CHO-K1 Ca antag	TAAR1 ag
CCCCN(C(=O)c1cc(=O)[nH]c2ccccc12)c1c(N)n(CCCC)c(=O)[nH]c1=O	-11	-20	0.1	-1	0	3	-4	1	1
O=C(N/N=C/c1ccncc1)c1ccc(NC(=O)c2ccc(Cl)cc2)cc1	17	0	2.0	-8	8	0	-5	3	5
O=C(CN1CCN(c2ccccc2O)CC1)Nc1ccnn1C1CCCC1	-6	-13	1.8	2	11	1	-23	-4	9
CN(C)CCN(C(=O)c1ccc2ccccc2c1)c1nc2cc3c(cc2s1)OCCO3	-32	12	0.2	-3	-1	9	0	3	4
COc1ccccc1OCc1nnc(SCC(=O)N2CCCCC2)o1	1	24	3.4	-4	6	-7	·	-12	0
CC1CN(C(=O)CCN2C(=O)c3ccccc3C2=O)CC(C)O1 (stereo not given)	-11	10	0.3	-3	8	-22	-8	-5	2
CCCn1cnc2cc(NC(=O)c3ccco3)ccc21	-10	-22	0.2	-2	3	-2	-9	12	2
